# Bioassay records deposited in PubChem BioAssay by Broad Institute.
# E-selectin induc: induces E-selectin expression in human endothelial cells. P16581. HUVEC E-selectin immunofluorescence imaging; normalized: neutral wells 0, TNF-alpha wells 100. activation, % at 7.58 µM. 0.37% of 260,000 active;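 active = mean E-selectin-positive cell signal at least 10% of the positive control, reached in at least 60% of replicates, without over 20% cell loss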;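 also: in these data hits start at about 27%; measured in HUVEC primary endothelial cells; signal is the percent of cells scored E-selectin positive by PE staining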
# Target sequence (P16581 whole entry, looked up): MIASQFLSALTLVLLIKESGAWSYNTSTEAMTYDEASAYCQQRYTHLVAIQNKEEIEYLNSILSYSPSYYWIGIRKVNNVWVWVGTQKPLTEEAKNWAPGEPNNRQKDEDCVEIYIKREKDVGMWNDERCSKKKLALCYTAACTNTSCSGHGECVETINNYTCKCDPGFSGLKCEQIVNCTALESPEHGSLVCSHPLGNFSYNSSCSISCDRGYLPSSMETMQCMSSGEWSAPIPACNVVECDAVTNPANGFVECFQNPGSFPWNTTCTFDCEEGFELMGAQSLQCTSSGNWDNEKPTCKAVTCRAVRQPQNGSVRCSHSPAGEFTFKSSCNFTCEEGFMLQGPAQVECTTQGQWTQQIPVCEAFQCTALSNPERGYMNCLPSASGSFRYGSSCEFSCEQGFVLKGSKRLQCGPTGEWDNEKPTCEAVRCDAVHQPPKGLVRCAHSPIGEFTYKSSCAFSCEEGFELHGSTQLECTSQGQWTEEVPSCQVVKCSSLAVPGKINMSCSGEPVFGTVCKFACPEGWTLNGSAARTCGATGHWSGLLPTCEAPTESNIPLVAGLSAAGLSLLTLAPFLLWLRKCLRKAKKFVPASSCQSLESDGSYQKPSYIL
#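 material = human umbilical vein endothelial cells (HUVEC), E-selectin induction | quantity = 3,000 cells/well | medium = EGM-2 growth medium on 0.1% gelatin-coated wells | technique = immunofluorescence imaging | read-out basis = % PE-positive cells | control set = TNF-alpha positive control, DMSO neutral control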
# XiGFP reactiv: X-chromosome reactivation activator; XiGFP mouse fibroblasts, % GFP-positive cells imaging, 3 d; cells co-treated with 5-aza-dC sensitizer; scaled so ellipticine positive control = 100%; activation, % at 7.58 µM; 0.055% of 360,000 active;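 active = mean normalized replicate activation at least 10% and every replicate at or above 10%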;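 also: 0% = median of on-plate neutral control wells and 100% = ellipticine 6 µM median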
#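 System: SV40-immortalized XiGFP fibroblast cells, line 68-5-11 / Incubation: 3-day compound exposure, then 15 min fixation at room temperature / Compound: single concentration per compound, delivered by pin transfer / Buffer or medium: DMEM plus 5-aza-dC sensitizer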
# ERAP1 HTS inh: ERAP1 (human) enzyme inhibition; recombinant ERAP1, Leu-AMC fluorescence, 60 min; inhibition, % at 10.7 µM; 0.15% of 340,000 active;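 active = mean replicate inhibition of at least 30%, or all replicates individually reaching that 30% level; inactive = mean below 30% and not every replicate reaching it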;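 also: 0% = neutral control wells and 100% = L-leucinethiol positive control wells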
# ERp5 block: blocks human ERp5 reductase activity on insulin. 0.05% of 350,000 active. ERp5 insulin aggregation, absorbance 650 nm, 90 min. AID 651711. inhibition, % at 9.99 µM;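 active = mean replicate inhibition above about 25%, with every replicate also reaching it, limit read from the data, passing the limit was not always enough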
# RAD52 anneal inh: inhibitors of human RAD52 DNA annealing; P43351; recombinant RAD52 DNA annealing, FRET fluorescence; inhibition, % at 18.7 µM; 0.46% of 360,000 active;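 active = every replicate showing at least 50% inhibition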
# Target sequence (P43351 whole entry, looked up): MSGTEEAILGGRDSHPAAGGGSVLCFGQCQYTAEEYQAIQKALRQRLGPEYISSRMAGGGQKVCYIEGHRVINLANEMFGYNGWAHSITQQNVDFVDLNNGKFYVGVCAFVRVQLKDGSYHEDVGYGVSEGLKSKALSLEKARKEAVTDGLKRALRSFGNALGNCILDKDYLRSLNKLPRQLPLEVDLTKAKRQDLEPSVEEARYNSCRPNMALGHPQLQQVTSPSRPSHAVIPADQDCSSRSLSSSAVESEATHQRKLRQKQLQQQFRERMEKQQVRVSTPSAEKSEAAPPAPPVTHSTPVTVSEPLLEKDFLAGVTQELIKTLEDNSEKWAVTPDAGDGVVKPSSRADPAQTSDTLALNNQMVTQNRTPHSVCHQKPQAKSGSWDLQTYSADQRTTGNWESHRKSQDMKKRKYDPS
# RAD54 branch: RAD54 (human) branch migration inhibition | Q92698 | RAD54 Holliday junction branch migration, FAM/BHQ fluorescence | inhibition, % at 10.4 µM | 0.14% of 360,000 active | AID 602329;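 active = mean normalized replicate activity at least 40 and at least half of replicates scoring 40 or more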;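 also: 0% = median of neutral control wells and 100% = median of positive control wells; inhibitors cause a drop in the FAM fluorescence signal; in these data hits start at about 50%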
# S100A4 MyoIIA: inhibitors of human S100A4 binding to myosin IIA peptide | S100A4/TAMRA-MyoIIA peptide fluorescence polarization | inhibition, % at 10.7 µM | 0.14% of 360,000 active;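 active = mean inhibition of at least 70% across replicates, with every replicate also reaching that level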
#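 Test system: S100A4 monomer protein. Medium: HEPES buffer with Ca2+, pH 7.2. Reagent: fluorescent myosin IIA peptide, 5 nM. Compound dosing: single-point compound testing. Timing: 5 min between mix addition and reading. Benchmarks: DMSO neutral and TFP positive wells.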
# esBAF inh: SWI/SNF esBAF complex inhibition; mouse ES cells, Bmi1-luciferase knock-in reporter, 24 h; 100% = twice the neutral-well signal; reporter increase, % at 12.5 µM; 2% of 350,000 active; in the data active = activation above about 40%;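 also: 0% = median of the plate's neutral control wells and 100% = double that signal; a rise in the Bmi1 reporter signal indicates esBAF inhibition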
# An asterisk follows results filed as active; . = no result given; & = joins results of further samples.
smiles,E-selectin induc,XiGFP reactiv,ERAP1 HTS inh,ERp5 block,RAD52 anneal inh,RAD54 branch,S100A4 MyoIIA,esBAF inh
O=C(Nc1cccc(-n2cnnn2)c1)c1cc(Cl)nc(Cl)c1,.,0.0,2,8,-8,10,-1,0
CC(Cc1cccs1)NC(=O)Nc1ccc([N+](=O)[O-])cc1 (configuration not stated),0.0,-0.1,-1,-2,-4,.,-2,.
Cc1cc(Cl)ccc1NC(=S)NCCc1ccc(Cl)cc1,.,0.1,-4,-2,3,4,6,-2
CCc1ccccc1NC(=O)CN1CCN(C(=O)CNC(=O)c2ccc(-c3ccccc3)cc2)CC1,.,0.2,1,-2,-6,0,-3,8
CC(=O)Nc1ccc(S(=O)(=O)N(Cc2cccnc2)Cc2cc3ccc(C)cc3[nH]c2=O)cc1,.,0.0,0,5,-64,-4,0,3
CC1=C(C(=O)N2CCCCCC2)CC(CC(=O)NCCN2CCOCC2)C(=O)N1Cc1ccc(F)cc1 (configuration not stated),-0.1,0.1,1,3,-9,.,25,.
COc1ccccc1CNC(=O)C[C@H]1CC[C@H]2[C@@H](COc3ccc(NS(=O)(=O)c4ccc(C)cc4)cc3C(=O)N2C)O1,-0.1,0.1,-4,-3,15,1,-17,4
CCc1nnc(NC(=O)COc2ccc3ccccc3c2)s1,.,0.1,4,2,-12,.,-2,-1
Cc1cc(=O)oc2cc(OCC(=O)NCC3CCCO3)ccc12 (configuration not stated),.,0.2,-3,0,1,.,-4,.
COCCN(C(=O)c1cc2c(s1)CCC2)c1c(N)n(CC(C)C)c(=O)[nH]c1=O,.,-0.1,3,8,-19,-12,-1,-2
COc1ccc(NC(=O)c2ccc(-c3ccc(-c4noc(C)n4)cc3C)cc2)cc1N1CCN(C)CC1,0.5,3.2,-6,1,101*,54*,-11,-5
C[C@@H]1CN([C@@H](C)CO)S(=O)(=O)c2ccc(C#CC3CC3)cc2O[C@@H]1CN(C)C(=O)c1cccnc1,-0.2,-0.9,-1,1,-6,1,10,5
OC(c1ccc(F)c(F)c1)c1nc(-c2cccc(F)c2)cs1 (configuration not stated),0.1,0.1,0,3,-35,0,-8,-5
O=S1(=O)CCC(NC(=S)SCc2ccccc2Br)C1 (configuration not stated),.,0.0,1,8,-2,5,6,6
C[C@H](CO)N1C[C@H](C)[C@H](CN(C)C)Oc2cc(-c3ccccc3)ccc2S1(=O)=O,-0.2,-0.7,-1,-4,0,3,-5,-1
CCN1CCN(C(=S)Nc2ccc3nc(N4CCN(C)CC4)cc(C)c3c2)CC1,.,-0.1,-3,-8,89*,56*,6,.
COc1ccccc1CNC(=O)C1CCC(CNc2c(N3CCC(C)CC3)c(=O)c2=O)CC1 (configuration not stated),.,0.0,1,1,-3,-3,-3,.
O=C(NNC(=O)C12CC3CC(CC(C3)C1)C2)c1ccccn1,0.2,0.0,4,-3,-12,0,-6,.
COc1cc(CN2CCNC(=O)C2CC(=O)NC2CCC2)cc(OC)c1 (configuration not stated),-0.1,0.0,-1,8,-10,-2,2,4
CCOC(=O)c1c(NC(=O)C2COc3ccccc3O2)sc(C(C)=O)c1C (configuration not stated),.,.,5,3,-5,-4,4,10
O=C(NCc1ccccc1)c1ccc2c(c1)S(=O)(=O)c1cc(Cl)ccc1C2=O,0.6,0.0,.,-3,-66,1,-2,-9
Clc1ccc(CNCCCSc2ncccn2)cc1,.,0.2,-3,3,-2,-14,-6,-6
Cc1ccc(CSCCNC(=O)c2ccc(NS(C)(=O)=O)cc2)cc1,.,0.0,-6,-3,-15,1,0,-11
O=C(Nc1ccccc1F)c1ccc(Cn2cc(Br)cn2)cc1,0.1,0.5,0,-4,-11,3,3,35
CSCCC(C(=O)NC(C)(C)C)n1c(-c2cccc(NC(C)=O)c2)nc2ccccc21 (configuration not stated),-0.2,-0.1,-2,5,-23,.,0,.
O=[N+]([O-])c1ccccc1S(=O)(=O)N1CCN(Cc2ccc3c(c2)OCO3)CC1,.,0.0,0,1,-15,.,-3,0
CCNC(=O)C[C@H]1C=C[C@H](NC(=O)C2CC2)[C@H](CO)O1,4.3,0.0,0,5,-4,0,3,-4
CC(C)(C)C(=O)Cn1ncc(Cl)c(Cl)c1=O,.,0.3,-2,0,-4,.,-11,.
CO[C@@H]1CN(C)C(=O)c2cc(NC(C)=O)ccc2OC[C@H](C)N(C(=O)c2cnccn2)C[C@@H]1C,3.3,0.1,.,1,3,-5,-16,-20
C[C@H]1CCCCO[C@H](CN(C)C(=O)C2CCCCC2)[C@@H](C)CN([C@@H](C)CO)C(=O)c2cc(NC(=O)NC3CCCCC3)ccc2O1,0.0,-0.1&0.1,-2&-4,1&-1,-12&24,-7&-3,-4&0,6&8
O=C(COc1ccccc1Cl)NCc1nc(-c2ccccc2)no1,.,0.1,2,-1,2,4,-2,.
Cc1ccccc1NC(=O)CCCNC(=O)c1ccc(Cl)cc1,.,-0.1,-3,3,-2,-2,1,1
COc1ccc2c3c([nH]c2c1)[C@@H](CO)N(S(C)(=O)=O)CC31CN(CC2CCOCC2)C1,0.0,0.0,0,2,11,.,5,.
Cc1cccc(NC(=O)C[n+]2ccc(N(C)C)cc2)c1,-0.2,0.0,-2,-1,-7,0,-10,11
CCOc1ccc(CCNC(=O)COn2nnc3ccc(S(=O)(=O)N4CCOCC4)cc32)cc1OCC,10,1.0,1,3,1,.,-4,.
COC(=O)CSc1n[nH]c(-c2cccnc2)n1,.,.,-2,-2,-2,12,-4,-2
Cc1ccc2[nH]c3nc(NN)nnc3c2c1,.,-0.1,1,-2,-5,6,-10,10
CCSCCOC(=O)C1=C(C)N(C)C(=O)NC1c1ccc2c(c1)OCO2 (configuration not stated),0.0,0.4,0,-2,-8,4,-8,1
CCC(C)NCCOc1ccc(C)cc1[N+](=O)[O-] (configuration not stated),11,0.2,-2,-3,-15,.,1,.
O=C(C(=Cc1ccc(O)cc1)c1ccccc1)c1ccccc1,0.2,-0.1,-1,-1,-16,.,2,.
O=C(Cc1ccccn1)N[C@@H]1CC[C@@H](CCNC(=O)c2cc(Cl)cc(Cl)c2)O[C@@H]1CO,-0.2,0.3,0,-2,15,-6,-31,1
COc1ccc(N(CC(=O)N2CCCCCC2)S(=O)(=O)c2c(C)[nH]c(=O)[nH]c2=O)cc1,0.1,1.1,0,5,-14,-4,1,-6
O=C1CC(Cc2ccccc2)C(=O)N1c1ncccn1 (configuration not stated),0.1,0.2,-3,-6,-14,-10,-6,-6
O=C(O)c1cc(-c2cccnc2)nc2ccccc12,.,0.1,.,-1,-6,4,-1,-4
COCC#Cc1ccc([C@@H]2[C@H](CO)N3CCCCN(Cc4cccnc4)C[C@@H]23)cc1,0.3,0.0,-1,2,-6,-6,-3,.
CCCN(CCC)CCCNC(=O)c1ccc(CS(=O)(=O)c2c(Cl)cccc2Cl)o1,0.1,0.2,-4,-1,-1,-10,-5,0
O=C(Cc1ccccn1)NCC[C@@H]1CC[C@H](NC(=O)c2ccccc2F)[C@@H](CO)O1,-0.1,0.6,10,4,-33,-2,2,-4
CC(Sc1nnc(-c2cccnc2)n1N)C(=O)N1CCOCC1 (configuration not stated),-0.9,-0.7,-2,5,-5,-7,-3,1
Cc1ccc(C(=O)O/N=C/c2c(C)nn(C)c2Cl)cc1,4.1,-0.6,2,2,-15,.,1,.
O=C(N/N=C\C=C\c1ccco1)c1cc(-c2ccc3ccccc3c2)n[nH]1,-1.5,0.0,4,8,-23,.,-4,.

# New compounds follow
# Fields: E-selectin induc | XiGFP reactiv | ERAP1 HTS inh | ERp5 block | RAD52 anneal inh | RAD54 branch | S100A4 MyoIIA | esBAF inh
O=C1NCC(Nc2ccccc2Cl)C(=O)N1 (configuration not stated)
 : 0.0 | 0.4 | 0 | 2 | -5 | 4 | 11 | -10
COc1ccc(/C=C2/SC(=O)NC2=O)cc1
 : . | 0.0 | -2 | 1 | -14 | . | -2 | .
CC(C)C#Cc1cnc2c(c1)C(=O)N([C@@H](C)CO)C[C@@H](C)[C@H](CN(C)C(=O)C1CCC1)O2
 : 0.2 | 0.2 | -1 | -3 | 3 | -4 | 4 | 9
CC(C)c1cc(C(F)(F)F)nc(NNc2nc(C(C)C)cc(C(F)(F)F)n2)n1
 : . | 0.1 | -11 | -3 | -7 | 2 | 6 | 4
O=S1(=O)CCOC[C@H](c2ccccc2)N1Cc1ccccc1
 : . | 0.0 | -2 | 5 | -7 | -7 | -19 | -2

# Sorted by molar mass (ascending): 13 of the compounds above
# Fields: E-selectin induc | XiGFP reactiv | ERAP1 HTS inh | ERp5 block | RAD52 anneal inh | RAD54 branch | S100A4 MyoIIA | esBAF inh
COc1ccc(/C=C2/SC(=O)NC2=O)cc1
 : . | 0.0 | -2 | 1 | -14 | . | -2 | .
O=C1NCC(Nc2ccccc2Cl)C(=O)N1 (configuration not stated)
 : 0.0 | 0.4 | 0 | 2 | -5 | 4 | 11 | -10
O=C(O)c1cc(-c2cccnc2)nc2ccccc12
 : . | 0.1 | . | -1 | -6 | 4 | -1 | -4
O=C1CC(Cc2ccccc2)C(=O)N1c1ncccn1 (configuration not stated)
 : 0.1 | 0.2 | -3 | -6 | -14 | -10 | -6 | -6
Cc1ccc(C(=O)O/N=C/c2c(C)nn(C)c2Cl)cc1
 : 4.1 | -0.6 | 2 | 2 | -15 | . | 1 | .
O=C(C(=Cc1ccc(O)cc1)c1ccccc1)c1ccccc1
 : 0.2 | -0.1 | -1 | -1 | -16 | . | 2 | .
CC(Sc1nnc(-c2cccnc2)n1N)C(=O)N1CCOCC1 (configuration not stated)
 : -0.9 | -0.7 | -2 | 5 | -5 | -7 | -3 | 1
COCC#Cc1ccc([C@@H]2[C@H](CO)N3CCCCN(Cc4cccnc4)C[C@@H]23)cc1
 : 0.3 | 0.0 | -1 | 2 | -6 | -6 | -3 | .
CC(C)c1cc(C(F)(F)F)nc(NNc2nc(C(C)C)cc(C(F)(F)F)n2)n1
 : . | 0.1 | -11 | -3 | -7 | 2 | 6 | 4
O=C(Cc1ccccn1)NCC[C@@H]1CC[C@H](NC(=O)c2ccccc2F)[C@@H](CO)O1
 : -0.1 | 0.6 | 10 | 4 | -33 | -2 | 2 | -4
CC(C)C#Cc1cnc2c(c1)C(=O)N([C@@H](C)CO)C[C@@H](C)[C@H](CN(C)C(=O)C1CCC1)O2
 : 0.2 | 0.2 | -1 | -3 | 3 | -4 | 4 | 9
O=C(Cc1ccccn1)N[C@@H]1CC[C@@H](CCNC(=O)c2cc(Cl)cc(Cl)c2)O[C@@H]1CO
 : -0.2 | 0.3 | 0 | -2 | 15 | -6 | -31 | 1
CCCN(CCC)CCCNC(=O)c1ccc(CS(=O)(=O)c2c(Cl)cccc2Cl)o1
 : 0.1 | 0.2 | -4 | -1 | -1 | -10 | -5 | 0
